FH mod: Identification of activators of human fumarate hydratase by quantitative high-throughput screening; FH coupled MDH/diaphorase resazurin fluorescence, 15 min; Potency, µM (doses to about 79.9 µM), without a hit: top-dose activity change, negative = inhibition, actives largely listed as inhibitors; 54,000 compounds, 0.22% hits; Fumarate hydratase, mitochondrial (Homo sapiens), P07954; note: the screen sought activators but most active calls are inhibition curves; nearly all actives have a fitted effect of over 45% in size
Target sequence (P07954 whole entry, looked up): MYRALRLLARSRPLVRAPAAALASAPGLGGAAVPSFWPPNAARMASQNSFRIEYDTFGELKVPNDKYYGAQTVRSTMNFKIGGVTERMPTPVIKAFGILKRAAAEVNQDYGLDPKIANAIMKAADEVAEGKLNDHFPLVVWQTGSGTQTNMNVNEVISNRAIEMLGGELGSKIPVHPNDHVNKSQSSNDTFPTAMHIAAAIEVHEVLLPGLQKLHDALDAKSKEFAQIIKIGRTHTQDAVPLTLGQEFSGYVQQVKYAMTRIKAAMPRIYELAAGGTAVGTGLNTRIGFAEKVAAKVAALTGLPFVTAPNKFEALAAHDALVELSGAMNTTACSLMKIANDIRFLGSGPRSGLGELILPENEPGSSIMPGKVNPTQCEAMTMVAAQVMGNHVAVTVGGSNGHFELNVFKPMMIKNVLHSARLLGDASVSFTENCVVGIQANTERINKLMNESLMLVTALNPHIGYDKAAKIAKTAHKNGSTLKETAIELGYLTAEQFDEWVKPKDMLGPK
NTMT1 inhibitor: blocks human N-terminal methyltransferase 1 activity. Q9BV86. NTMT1 MTase-Glo SAH luminescence, purified enzyme. Potency, µM (highest dose often 114 µM), inactives show at the highest dose activity change, negative = inhibition, actives largely listed as inhibitors. 59,000 compounds, 2.5% hits;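 note: plate controls were DMSO vehicle for no effect and no enzyme for full effect; nearly all actives have a fitted effect of over 65% in size; many of its hits are not listed in these tables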
Target sequence (Q9BV86 whole entry, looked up): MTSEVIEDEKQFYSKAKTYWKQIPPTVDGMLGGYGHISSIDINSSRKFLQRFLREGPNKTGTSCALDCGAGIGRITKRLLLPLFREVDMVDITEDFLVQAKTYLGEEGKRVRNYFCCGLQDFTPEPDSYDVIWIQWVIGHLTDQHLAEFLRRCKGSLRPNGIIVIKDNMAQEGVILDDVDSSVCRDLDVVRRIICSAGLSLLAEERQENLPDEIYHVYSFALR
An asterisk follows results filed as active; ? = inconclusive; . = not tested or not shown; & = joins results of further samples; ! = repeats disagree; [ ] = another dose, or the depositor's remark. Calls come from the whole dose curve; as a rule, active = well fitted curve in the direction sought with a large enough effect; inconclusive = small, poorly fitted or top-dose-only effect, or another doubt; inactive = no such curve, though single readings can be large; an effect the other way counts as inactive or inconclusive. Unless noted, % is set by controls: 0 for no effect and ±100 for the full control effect; potency is the fitted concentration of half-maximal effect.

molecule	FH mod	NTMT1 inhibitor
CC(=O)O[C@H]1Cc2ccccc2N(C(N)=O)c2ccccc21	0%[53.3 µM]	.
CCOc1ccc(-n2c([C@@H](C)N(Cc3cccnc3)C(=O)Cc3ccc(F)c(C(F)(F)F)c3)nc3ncccc3c2=O)cc1	.	24%
CN[C@H]1CN(c2ccc3c(=O)c(C(=O)O)cn(-c4nccs4)c3n2)C[C@@H]1OC	.	17%[29.8 µM]
COc1cc(C(=O)O)ccc1NC(=O)[C@@H]1N[C@@H](CC(C)(C)C)[C@](C#N)(c2ccc(Cl)cc2F)[C@H]1c1cccc(Cl)c1F	.	11µM*
Cc1ccccc1[C@@H](C(=O)NC1CCCCC1)N(C(=O)Cn1ccnc1C)c1cccc(F)c1	.	9%
CC(C)c1ccc(-n2ncc3c(=O)n(CC(=O)Nc4cc(F)ccc4Cl)cnc32)cc1	.	0%[57.5 µM]
O=C(Nc1ncc(SCCN2CCCC2)s1)[C@]1(c2ccc(S(=O)(=O)C3CC3)cc2)C[C@H]1C1CCCCC1	.	9%
O=C(Nc1ccccc1)Nc1ccc(-c2ccc(C(=O)[C@@H]3CCC[C@H]3C(=O)O)cc2)cc1	.	?
CC[C@@]1(O)C(=O)OCc2c1cc1n(c2=O)Cc2c-1nc1cc(F)c(C)c3c1c2[C@@H](N)CC3	.	1%
CCCOC(=O)c1ccc(O)cc1	-4%	-29%
CC(=O)Nc1ccccc1	1%[53.3 µM]	30%[57.5 µM]
COc1ccc2c(NC(=O)Nc3cccc(C(F)(F)F)n3)ccnc2c1	3%	-4%[57.5 µM]
O=C(O)c1ccc2c(c1)nc(Nc1cccc(Cl)c1)c1ccncc12	?	14µM*!
Cc1ccc2nc(NCCN)c3ncc(C)n3c2c1	2%	-7%
Cn1c(=O)c2c(ncn2CCO)n(C)c1=O	1%[53.3 µM]	12%[57.5 µM]
Cc1ccc2nc(N)[nH]c(=O)c2c1Sc1ccncc1	1%	-6%&12%[57.5 µM]
COc1ccnc2[nH]cc(C(=O)C(=O)N3CCN(C(=O)c4ccccc4)CC3C)c12 (stereo not drawn)	3%	-5%[57.5 µM]
O=C(Nc1ccccc1)Nc1ccc(-c2ccc(C(=O)C3CCCC3C(=O)O)cc2)cc1 (stereo not drawn)	-17%	4%[57.5 µM]
NS(=O)(=O)c1cc(-c2nn[nH]n2)c(NCc2cccs2)cc1Cl	?	?
C=C1c2cccc(O)c2C(O)=C2C(=O)[C@]3(O)C(O)=C(C(N)=O)C(=O)[C@@H](N(C)C)[C@@H]3[C@@H](O)[C@H]12	-24%[53.3 µM]	25µM*
COc1cc([C@H]2Oc3cc([C@H]4Oc5cc(O)cc(O)c5C(=O)[C@H]4O)ccc3O[C@H]2CO)ccc1O	-8%[53.3 µM]	1%[57.5 µM]
O=C(O)c1cc(-c2c(-c3ccccc3)nn3ccccc23)n[nH]c1=O	0%	-6%[57.5 µM]
N#Cc1ccc(-c2cnc3[nH]cc(NC(=O)c4cccnc4)c3c2)cc1	4%	17%[57.5 µM]
C=CC(=O)N1CCC[C@@H](n2nc(-c3cccc(C(=O)Nc4ccc(C(C)C)c(C)c4)c3)c3c(N)ncnc32)C1	-8%	0%[57.5 µM]
CN[C@@H]1CN(c2ccc3c(=O)c(C(=O)O)cn(-c4nccs4)c3n2)C[C@@H]1OC	-4%[20.6 µM]	-19%[29.8 µM]
CC(=O)Nc1ccc(O)cc1	2%&-2%[53.3 µM]	?
N#Cc1ccc2[nH]cc(CCCCN3CCN(c4ccc5oc(C(N)=O)cc5c4)CC3)c2c1	-8%	1%[57.5 µM]
Cc1cc(N=Nc2ccc(S(=O)(=O)Nc3ccccn3)cc2)c(N)cc1O	?	?
Cc1cccc(C)c1-n1c(=O)c2cnc(Nc3ccc(N4CCN(C)CC4)cc3)nc2n2c3ccccc3nc12	-20%	?
O=C(Nc1cccnn1)N1CCN(c2nccc(-c3ccc(F)c(F)c3)n2)CC1	2%[162 µM]	2%
COc1ccccc1OCCNCC(O)COc1cccc2[nH]c3ccccc3c12 (stereo not drawn)	-23%&20%&-3%[53.3 µM]	8%&2%[57.5 µM]
c1nc(NC2CCCCCC2)c2cc(CNC[C@H]3CCCO3)sc2n1	5%	?
Cc1cc2c(cc1CC(=O)c1sccc1S(=O)(=O)Nc1onc(C)c1Cl)OCO2	-2%	?
COc1ccc(-c2cnc3c(-c4cccc5ncccc45)cnn3c2)cc1	10%	-2%[57.5 µM]
COc1cccc(-c2ccc([C@@H](Oc3cc(-c4ccc(C[C@H](N)C(=O)O)cc4)nc(N)n3)C(F)(F)F)cc2)c1	-2%	1%[57.5 µM]
COc1c(F)cccc1C(=O)N1C[C@@H](C)CC[C@H]1CNc1ccc(Br)cn1	16%	4%[57.5 µM]
CCCCc1ccc(C(=O)Nc2cc(-c3ccc(Cl)cc3)nn2-c2ccc(Cl)cc2)cc1	0%	7%[57.5 µM]
c1cc(NC2CCNCC2)nc(-c2cnc3ccccn23)c1	?	45µM*
COc1ccc(S(=O)(=O)N2c3ccc(Cl)cc3[C@@](O)(c3ccccc3Cl)[C@H]2C(=O)N2CCC[C@@H]2C(N)=O)cc1OC	-1%[53.3 µM]	-1%[57.5 µM]
CC(C)Oc1ccc(-c2cnc3c(-c4ccnc5ccccc45)cnn3c2)cc1	0%	5%[57.5 µM]
CN(C)N(C)C(=O)[C@@]1(Cc2ccccc2)CCCN(C(=O)[C@@H](Cc2c[nH]c3ccccc23)NC(=O)C(C)(C)N)C1	6%	6%
CCNC(=O)c1noc(-c2cc(Cl)c(O)cc2O)c1-c1ccc(OC)cc1	0%	4%[57.5 µM]
CCCCCCc1ccc(O)cc1O	?	?
O=C(NN1CCCC1)NS(=O)(=O)c1ccc(Cl)cc1	8%[53.3 µM]	5%[57.5 µM]
Cc1nc(Nc2n[nH]c3c2CN(C(=O)NC(CN(C)C)c2ccccc2)C3(C)C)c2sccc2n1 (stereo not drawn)	-11%	-9%[57.5 µM]
CCNC(=O)Nc1ccc(-c2nc3c(c(N4CCOCC4C)n2)CCN(C2COC2)C3)cc1 (stereo not drawn)	-4%	7%[57.5 µM]
CN1CCN(C2CCN(C(=O)Nc3cc(Oc4ccc(NC(=O)C5(C(=O)Nc6ccc(F)cc6)CC5)c(F)c4)ccn3)CC2)CC1	47%	-16%
COc1ccc2nc(NC(=O)Nc3ccccc3)sc2c1	-2%[53.3 µM]	?
NC1(c2ccc(-c3nc4ccn5c(=O)[nH]nc5c4cc3-c3ccccc3)cc2)CCC1	7%	50µM*!
CCCCC1C(=O)N(c2ccccc2)N(c2ccccc2)C1=O	-29%&-4%[53.3 µM]	?
CC(C)n1nc(-c2ccc3oc(N)nc3c2)c2c(N)ncnc21	7%	?
CC(=O)c1c(C)c2cnc(Nc3ccc(N4CCNCC4)cn3)nc2n(C2CCCC2)c1=O	13%[6.31 µM]	?
C[C@@H]1CCNC(=O)c2cc3ccc(C(=O)Nc4nc5ccccc5n4CCCN(C)C)cc3n21	-3%	?
CCCCCCCCCCCCCC[N+](C)(C)Cc1ccccc1	-11%[53.3 µM]	50µM*
Cc1ccccc1C#Cc1ccc(CCC(=O)O)cc1	-8%	1%[57.5 µM]
COc1ccc(C2=N[C@@H](c3ccc(Cl)cc3)[C@@H](c3ccc(Cl)cc3)N2C(=O)N2CCNC(=O)C2)c(OC(C)C)c1	-7%	2%[57.5 µM]

The results go on.
molecule	FH mod	NTMT1 inhibitor
Cc1ccc(NC(=O)Nc2cc(C(F)(F)F)ccc2F)cc1Nc1ccc2c(c1)NC(=O)/C2=C\c1ccc[nH]1	-7%	-12%
Oc1ccc(-c2cnc3ccc(NCc4ccco4)nn23)cc1	-7%	?
O=C(O)C1(Cc2cccc(Nc3nccs3)n2)CCC(Oc2cccc(Cl)c2F)CC1 (stereo not drawn)	-13%	28µM*
Nc1nc2c(s1)CCN(Cc1ccc(Cl)cc1)CC2	0%	-4%[57.5 µM]
CC(C)OP(=O)(CP(=O)(OC(C)C)OC(C)C)OC(C)C	-2%[53.3 µM]	35%[activator][57.5 µM]
O=C(Nc1ccc(C(=O)O)c(O)c1)c1ccccc1	-4%[53.3 µM]	-18%[57.5 µM]
CN1CCN(C2=Nc3ccccc3Nc3ccc(O)cc32)CC1	6%	1%[57.5 µM]
CCC[C@H](N[C@@H](C)C(=O)N1[C@H](C(=O)O)C[C@@H]2CCCC[C@@H]21)C(=O)O	2%	7%[57.5 µM]

2 entries from above in another layout:
Order of values – FH mod	NTMT1 inhibitor
> O=C(Nc1ccc(C(=O)O)c(O)c1)c1ccccc1
→ -4%[53.3 µM]	-18%[57.5 µM]
> CC(C)OP(=O)(CP(=O)(OC(C)C)OC(C)C)OC(C)C
→ -2%[53.3 µM]	35%[activator][57.5 µM]

Next section.
molecule	FH mod	NTMT1 inhibitor
O=C1CSc2ccccc2N1Cc1cccc(C(F)(F)F)c1	-2%	3%[57.5 µM]
O=C(Nc1c(-c2cccs2)nc2ccccn12)c1ccc(Cl)cc1	-3%	1%[57.5 µM]
NNC(=O)CP(=O)(c1ccccc1)c1ccccc1	0%[53.3 µM]	35%[activator][57.5 µM]
COc1ccc(CN2CCN(C(c3ccc(F)cc3)c3ccc(F)cc3)CC2)c(OC)c1OC	-12%	-2%&-28%[57.5 µM]
CC(C)[C@@H]1CC[C@@H](C)CC1=O	-18%[53.3 µM]	10%[57.5 µM]
CNC1CCCN(c2c(F)cc3c(=O)c(C(=O)O)cn(C4CC4)c3c2OC)C1 (stereo not drawn)	-9%&6%[53.3 µM]	5%[57.5 µM]
NC(N)=NC(=O)Cc1c(Cl)cccc1Cl	-12%&4%[53.3 µM]	26%[57.5 µM]
O=C(Nc1ncc(SCCN2CCCC2)s1)C1(c2ccc(S(=O)(=O)C3CC3)cc2)CC1C1CCCCC1 (stereo not drawn)	-9%	3%[57.5 µM]
COc1cc2nc(N3CCN(C(=O)COc4c(OC)cccc4C(C)C)CC3)nc(N)c2cc1OC	-13%	2%[57.5 µM]
Cc1ccc(NC(=O)Nc2cc(C(F)(F)F)ccc2F)cc1Nc1ccc2c(c1)NC(=O)C2=Cc1ccc[nH]1	-1%[53.3 µM]	-10%[57.5 µM]
FC(F)(F)c1ccc(CNc2ccc(Cc3c[nH]c4ncccc34)cn2)cc1	-1%&-3%	9%
C[C@H](Nc1ncnc2nc[nH]c12)c1cc2cccc(Cl)c2c(=O)n1-c1ccccc1	-13%	14%
CNc1nc(Nc2cn(C(C)(C)C#N)nc2C)ncc1C(F)(F)F	2%	-2%[57.5 µM]
COc1ccc(NS(=O)(=O)c2sc3ccc(Cl)cc3c2C)cc1N1CCNCC1	-13%	-5%[57.5 µM]
O=C(CCCCCCC(=O)Nc1ccc(C2OC(CSc3nc(-c4ccccc4)c(-c4ccccc4)o3)CC(c3ccc(CO)cc3)O2)cc1)NO (stereo not drawn)	-10%	-4%[57.5 µM]
Cc1cc(C(=O)N2Cc3cnn(C)c3Nc3ccccc32)ccc1CNC(=O)N1CCN(Cc2cc(O)cc(O)c2)CC1	2%	-7%[57.5 µM]
COc1cccc(-c2cn(-c3ccc(CCN4CCC(O)CC4)cc3)c3ncnc(N)c23)c1	-2%	13µM*
COc1ccc(NC(=O)c2ccc(-c3ccc(C(N)=O)cc3C)cc2)cc1N1CCN(C)CC1	-1%	8%[57.5 µM]
COC(=O)N1CCN(Cc2cccc(NC(=O)Nc3ccc(C)nc3)c2F)CC1	0%	0%&32%[57.5 µM]
CN(C)C(=O)[C@H](O)[C@H](Cc1ccccc1)NC(=O)c1cc2cc(Cl)ccc2[nH]1	3%	3%&0%[57.5 µM]
C[C@H]1[C@H](/C=C/c2ccc(-c3ccccc3C#N)cn2)[C@@H]2[C@@H](C)OC(=O)[C@@H]2C[C@@H]1C	-14%	-4%[57.5 µM]
Cc1ccc(C(=O)N(CCCN)C(c2oc3cc(Cl)ccc3c(=O)c2Cc2ccccc2)C(C)C)cc1 (stereo not drawn)	0%	4%[57.5 µM]
O=C1Cc2c([nH]c3ccc([N+](=O)[O-])cc23)-c2ccccc2N1	-10%[53.3 µM]	-6%[57.5 µM]
CC1(C)OC(=O)Nc2ccc(Br)cc21	-3%[53.3 µM]	13%[57.5 µM]

Some values from the list:
Reading of CNC1CCCN(c2c(F)cc3c(=O)c(C(=O)O)cn(C4CC4)c3c2OC)C1 (stereo not drawn) under FH mod: -9%&6%[53.3 µM]
Reading of O=C(O)c1ccc2c(c1)nc(Nc1cccc(Cl)c1)c1ccncc12 under NTMT1 inhibitor: 14µM*!
Reading of COc1ccc2nc(NC(=O)Nc3ccccc3)sc2c1 under FH mod: -2%[53.3 µM]
Reading of O=C(Nc1ncc(SCCN2CCCC2)s1)[C@]1(c2ccc(S(=O)(=O)C3CC3)cc2)C[C@H]1C1CCCCC1 under NTMT1 inhibitor: 9%
Reading of CN[C@@H]1CN(c2ccc3c(=O)c(C(=O)O)cn(-c4nccs4)c3n2)C[C@@H]1OC under NTMT1 inhibitor: -19%[29.8 µM]

Screening data deposited in PubChem by National Center for Advancing Translational Sciences (NCATS).

An excerpt. The share of hits here may be higher or lower than overall.
